Compound activity: PubChem BioAssay, National Center for Advancing Translational Sciences (NCATS)
TDP1 cell noCPT: qHTS for Inhibitors of human tyrosyl-DNA phosphodiesterase 1 (TDP1): qHTS in cells in absence of CPT | DT40 Tdp1-/- hTDP1 cells, no CPT, ATP luminescence, 48 h | Potency, µM (doses to about 46.2 µM), for inactives: at the top dose activity change, negative = growth inhibition, most hits filed as inhibitors | 15% of 420,000 active | AID 686978, 2013; note: nearly all actives have a fitted effect of over 55% in size
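Camptothecin absent (DMSO only). Human TDP1-complemented DT40 knockout cells, 400 cells/well, 37 °C for minimum 48 hr; ATP measured via CellTiter-Glo, 30 min dark incubation, luminescence.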
KAT2A inh: qHTS Assay for Inhibitors of GCN5L2; Histone acetyltransferase KAT2A (Homo sapiens), Q92830; GCN5L2 HAT assay, ThioGlo1 CoA-SH fluorescence; Potency, µM (doses to about 58.9 µM), without a hit: top-dose activity change, negative = inhibition, most hits filed as inhibitors; 0.21% of 390,000 active
Target sequence (Q92830 whole entry, looked up): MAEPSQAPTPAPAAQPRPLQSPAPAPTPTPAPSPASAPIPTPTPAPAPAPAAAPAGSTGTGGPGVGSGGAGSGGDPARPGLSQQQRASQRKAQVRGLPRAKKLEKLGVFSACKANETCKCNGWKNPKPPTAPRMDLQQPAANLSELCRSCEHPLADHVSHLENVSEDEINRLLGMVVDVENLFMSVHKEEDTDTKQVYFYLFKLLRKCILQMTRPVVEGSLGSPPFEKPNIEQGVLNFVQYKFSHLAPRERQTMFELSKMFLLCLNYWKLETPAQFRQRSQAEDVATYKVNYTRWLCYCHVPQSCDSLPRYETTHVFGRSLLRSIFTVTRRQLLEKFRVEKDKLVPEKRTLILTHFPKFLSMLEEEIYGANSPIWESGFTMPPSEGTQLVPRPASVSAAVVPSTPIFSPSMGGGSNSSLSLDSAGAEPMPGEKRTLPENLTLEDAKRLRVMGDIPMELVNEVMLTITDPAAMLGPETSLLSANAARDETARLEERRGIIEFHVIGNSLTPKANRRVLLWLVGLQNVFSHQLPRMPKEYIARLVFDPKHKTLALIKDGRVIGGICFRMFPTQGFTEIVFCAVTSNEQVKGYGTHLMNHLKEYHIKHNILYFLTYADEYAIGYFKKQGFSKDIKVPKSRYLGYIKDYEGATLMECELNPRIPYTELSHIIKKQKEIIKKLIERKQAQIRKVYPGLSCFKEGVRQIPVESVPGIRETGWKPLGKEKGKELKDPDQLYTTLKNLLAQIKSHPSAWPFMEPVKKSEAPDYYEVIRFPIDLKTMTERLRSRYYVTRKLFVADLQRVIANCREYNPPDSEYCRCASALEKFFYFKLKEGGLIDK
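Preincubate 20nM GCN5L2 with compound 15 min, RT → add 50uM ThioGlo1 + 75uM H3(1-25) + 70uM acetyl-CoA → read fluorescence 0 and 20 min. Primary qHTS; fluorescent artifacts likely.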
DT40 TDP1 CPT: qHTS for Inhibitors of human tyrosyl-DNA phosphodiesterase 1 (TDP1): qHTS in cells in presence of CPT; AID 686979, 2013; chicken DT40 Tdp1-/-;hTDP1 cells + 20 nM CPT, ATP luminescence, 48 h; Potency, µM (top dose mostly 46.2 µM), inactives show at the top dose activity change, negative = growth inhibition, hits mostly inhibitors; 12% of 420,000 active; note: nearly all actives have a fitted effect of over 55% in size
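Cell growth measured by CellTiter-Glo luminescence after a minimum 48 h, 37 C compound exposure with 20 nM CPT in Tdp1-knockout DT40 cells stably expressing hTDP1, seeded 400/well; qHTS titration format.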
Numbers without * were called inactive; ? = inconclusive; · = no result given; & = joins results of further samples; [ ] = remark or other dose. Calls come from the whole dose curve; as a rule, active = well fitted curve in the direction sought with a large enough effect; inconclusive = small, poorly fitted or top-dose-only effect, or another doubt; inactive = no such curve, though single readings can be large; an effect the other way counts as inactive or inconclusive. % is set by controls: 0 for no effect and ±100 for the full control effect; potency is the fitted concentration of half-maximal effect. Hits appear at their usual frequency. Share with any hit: about 18%.

SMILES	TDP1 cell noCPT	KAT2A inh	DT40 TDP1 CPT
CCOc1ncccc1C(=O)Nc1cccc(-c2nnc3n2CCCCC3)c1	?	-1.9%	-5.3%
Cc1c(C(=O)N(Cc2ccccc2)Cc2cccnc2)cnn1-c1ccc(F)cc1	-12.2%	5.8%	0.5%
C[C@@H]1CN([C@@H](C)CO)S(=O)(=O)c2ccc(-c3ccccc3)cc2O[C@@H]1CN(C)Cc1ccccc1C(=O)O	?	·	-22.9%
Cc1ccc(Cn2cc(CN3CC(N4CCN(CCO)CC4)CS3(=O)=O)nn2)cc1 (centres undefined)	-0.1%	·	-22.0%
O=c1n(Cc2ccc(Cl)cc2)nc2n1-c1ccccc1OC2	-3.5%	-2.4%	11.1%
CCc1ccc(OCc2nnc(NC(=O)c3cccs3)s2)cc1	-28.5%	-1.8%	14.5%
COc1cc(Cl)ccc1NC(=S)N(CCN1CCOCC1)C1CCN(C(C)=O)CC1	-7.1%	-1.7%	-13.4%
Cc1ccc(C(=O)/C=C/Nc2ccc3c(c2)OCO3)cc1	4.1%	6.8%	-0.7%
O=C1SC(SC(=Nc2ccccc2)Nc2ccccc2)C(=O)N1c1ccccc1 (centres undefined)	?	0.1%	14.6µM*
CCCc1nnc(SCC(=O)Nc2nc(C)cs2)n1CCOC	-2.4%	-2.7%	1.5%
COc1ccc2sc(SCCCS(=O)(=O)O)[n+](CCCS(=O)(=O)[O-])c2c1	?	57.0%[activator]	?
O=C(CCl)NC(Cc1ccccc1)C(=O)OCC(=O)c1ccc(-c2ccccc2)cc1 (centres undefined)	?	·	?
Cc1cc(C(=O)OCC(=O)Nc2cc(S(=O)(=O)N3CCOCC3)ccc2Cl)c(C)o1	-23.6%	-8.6%	-5.4%
Cc1nc2ccccc2n1CC(O)COc1ccc(Br)cc1 (centres undefined)	18.4µM*	3.9%	?
Nc1cc(=O)[nH]c(=O)n1CCc1ccccc1	19.6%	-24.6%	-4.0%
Cc1csc(C(C#N)C(=O)c2cc3ccccc3o2)n1 (centres undefined)	?	0.0%	?
COc1ccccc1N1C(=O)CSC1=NC(=O)c1ccccc1	?	-4.7%	-21.7%
Cc1ccc(S(=O)(=O)N2CC[C@@H]2C(=O)O)cc1	-0.2%	·	2.7%
O=C(OCc1nnc(-c2ccccc2)o1)c1cc(=O)c2ccccc2o1	-8.5%	-4.6%	?
CCCCN1C(=O)CCC(C(=O)O)C1c1ccc([N+](=O)[O-])cc1 (centres undefined)	18.2%	3.7%	3.2%
COc1ccc(NC(=O)c2cc(N3C(=O)C4C5CCC(C5)C4C3=O)ccc2Cl)c(OC)c1 (centres undefined)	-57.4%	1.7%	?
CC(=O)c1c(C)[nH]c(C(=O)N2CCCC(C)C2)c1C (centres undefined)	30.4%[activator]	0.0%	0.2%
O=C(NCCCN1CCOCC1)c1ccccc1-c1ccccc1	-7.6%	-0.2%	-16.8%
COc1ccc(CCNC(=O)c2ccc(CS(=O)(=O)Cc3ccc(C)cc3)o2)cc1OC	23.1µM*	·	?
COc1ccc(C(=O)N(CC2CCCO2)C(C(=O)NC2CCCC2)c2ccc(Cl)cc2)cc1OC (centres undefined)	18.4µM*	1.8%	?

2 of these compounds, reformatted:
Compound,TDP1 cell noCPT,KAT2A inh,DT40 TDP1 CPT
Cc1nc2ccccc2n1CC(O)COc1ccc(Br)cc1 (centres undefined),18.4µM*,3.9%,?
Nc1cc(=O)[nH]c(=O)n1CCc1ccccc1,19.6%,-24.6%,-4.0%

Sorted by heavy-atom count (largest number first): 4 of the compounds above
SMILES	TDP1 cell noCPT	KAT2A inh	DT40 TDP1 CPT
COc1ccc(CCNC(=O)c2ccc(CS(=O)(=O)Cc3ccc(C)cc3)o2)cc1OC	23.1µM*	·	?
COc1cc(Cl)ccc1NC(=S)N(CCN1CCOCC1)C1CCN(C(C)=O)CC1	-7.1%	-1.7%	-13.4%
Cc1csc(C(C#N)C(=O)c2cc3ccccc3o2)n1 (centres undefined)	?	0.0%	?
Cc1ccc(S(=O)(=O)N2CC[C@@H]2C(=O)O)cc1	-0.2%	·	2.7%

The results go on.
SMILES	TDP1 cell noCPT	KAT2A inh	DT40 TDP1 CPT
COc1cccc(-c2sc3ccc(OC)cc3c2-c2ccc(OCCN(C)C)cc2)c1	16.4µM*	-9.5%	23.1µM*
O=C(Nc1nnc(C2CC2)s1)c1cc(S(=O)(=O)N2CCN(c3ccccc3)CC2)ccc1Cl	-16.1%	-13.7%	-0.7%
Cc1ccc(C)c(Cn2nc(-c3ccccc3)ccc2=O)c1	?	-12.9%	?
CCCCCC(=O)Nc1ccc2ccccc2c1	-1.2%	-3.5%	-5.5%
O=C(C[C@H]1C=C[C@@H](NC(=O)Cc2cccnc2)[C@@H](CO)O1)NCc1ccc2c(c1)OCO2	5.6%	·	-3.2%
Cc1cc(OCC(=O)NCc2ccncc2)c2c(C)cc(=O)oc2c1	23.8%	-9.4%	0.3%
c1ccc2nc(N3CCCC3)c(N3CCCCC3)nc2c1	?	·	-18.0%
Cc1cc(C)n2nc(SCC(=O)Nc3ccc(F)c(F)c3F)nc2n1	-17.9%	-1.0%	-7.9%
O=C(NCCC(=O)N1CCN(C(=O)c2ccco2)CC1)c1ccccc1Cl	13.4%	-0.8%	3.8%
O=S(=O)(c1ccccc1)c1ncc(C(F)(F)F)cc1O	8.3%	0.1%	6.6%
CC(C)=CCN1CCN(Cc2cnc(N3CCOCC3)s2)CC1CCO (centres undefined)	-11.2%	-6.8%	7.9%
CCN(CC(=O)Nc1ccc(NC(C)=O)cc1)C(=O)c1ccccc1SCc1c(C)noc1C	6.4%	-1.5%	9.9%
Cc1cc(NC(=O)CSc2ncccn2)no1	-14.8%	-1.6%	-7.5%
CC1=C(C(=O)Nc2ccc(C)cc2C)C(c2ccc(O)cc2)n2nc(SCC(=O)c3ccc(C)cc3)nc2N1 (centres undefined)	-13.1%	-6.5%	-20.5%
Cc1ccnc2nc(C(=O)NC3CCCc4ccccc43)nn12 (centres undefined)	4.6%	?	-2.7%
CCOC(=O)C1CCN(C(=O)COc2ccc(Cl)cc2C)CC1	?	-5.3%	-27.1%
CC1CCN(CCCn2c(=S)[nH]c3ccccc3c2=O)CC1	-28.5%	-0.5%	-5.2%
Cn1c(N2CCN(C(c3ccccc3)c3ccccc3)CC2)nc2c1c(=O)[nH]c(=O)n2C	18.4µM*	-4.6%	20.6µM*
CN1CCC(N(C)C(=O)CCc2nc3ccccc3n2-c2ccccc2)CC1	-15.7%	-0.7%	-6.2%
Cn1c(=O)oc2cc(S(=O)(=O)Nc3ccccc3O)ccc21	-20.1%&-24.6%	-6.1%&-2.2%	?
Cc1ccccc1NS(=O)(=O)c1ccc2c(c1)NC(=O)CO2	5.4%	0.9%	8.9%
CCc1nnc2n1N=C(c1ccc(Cl)cc1)CS2	2.2%	-1.2%	-8.5%
CC(Oc1ccccc1)C(=O)Nc1ccc(F)c(S(=O)(=O)N2CCOCC2)c1 (centres undefined)	-26.5%	-7.8%	-29.6%
COCCn1c(C)cc(O)c(C(c2cccc(F)c2)N2CCN(c3ccccc3)CC2)c1=O (centres undefined)	4.9%	-2.8%	-5.5%
Cc1ccc(C(=O)COC(=O)c2cccs2)cc1	-6.3%	-1.9%	-4.8%

Random excerpt: 4 entries already listed, in no set order.
SMILES	TDP1 cell noCPT	KAT2A inh	DT40 TDP1 CPT
Cn1c(=O)oc2cc(S(=O)(=O)Nc3ccccc3O)ccc21	-20.1%&-24.6%	-6.1%&-2.2%	?
Cc1ccc(C)c(Cn2nc(-c3ccccc3)ccc2=O)c1	?	-12.9%	?
CC(C)=CCN1CCN(Cc2cnc(N3CCOCC3)s2)CC1CCO (centres undefined)	-11.2%	-6.8%	7.9%
Cn1c(N2CCN(C(c3ccccc3)c3ccccc3)CC2)nc2c1c(=O)[nH]c(=O)n2C	18.4µM*	-4.6%	20.6µM*

The listing continues:
SMILES	TDP1 cell noCPT	KAT2A inh	DT40 TDP1 CPT
CC12CCC3c4ccccc4CCC3(CO1)C2 (centres undefined)	?	·	?
Cc1ccc(C(=O)OCC(=O)N2C(C)CCCC2C)cc1S(=O)(=O)N1CCCCC1 (centres undefined)	?	-0.8%	?
O=C(Nc1cccc(O)c1)c1ccc(C(F)(F)F)cc1	-14.6%	-3.8%	-29.6%
CC1=C(C(N)=O)C(c2ccc(C)cc2)n2nc(SCc3ccccc3F)nc2N1 (centres undefined)	-13.6%	-2.6%	-19.6%
Cc1cc(C)n(C(=O)CNC(=O)CCc2ccccc2)n1	-2.0%	0.0%	-1.0%
CCOC(=O)C1=CN(C)CCC1=O	-2.9%	·	-8.8%
Cc1cc(C(=O)NCCN2C(=O)S/C(=C\c3cccs3)C2=O)ccc1[N+](=O)[O-]	-40.7%	-0.1%	?
CNc1ccc(-c2cccc(C(C)=O)c2)cn1	-16.3%	·	?
CC(C)(C)OC(=O)N1CCC(c2c(C(=O)N3CCCCC3)cnn2-c2ccccc2Cl)CC1	?	-4.7%	18.4µM*
O=C(c1cc(C(F)(F)F)cc(C(F)(F)F)c1)N1CCC2(CCN(Cc3nccs3)CC2)CC1	?	8.0%	?
COc1ccc(Nc2nc(N)nc(CSC(=S)N3CCC(C)CC3)n2)cc1	-11.9%	1.9%	-19.7%
CCOc1ccccc1-n1nnnc1SCC(=O)N1CCCC1=O	2.4%	0.6%	-21.3%
CCN(CC)CCCNc1cc(C)nc2cc(-c3cccs3)nn12	-3.9%	-0.5%	17.9%
Cc1cc(F)ccc1NC(=O)C1CCCN(C(=O)c2cnn(-c3ccccc3)c2-n2cccc2)C1 (centres undefined)	?	1.3%	?
CC1CCN(C(=O)c2ccc(S(=O)(=O)NCc3ccco3)cc2)CC1	-15.3%	-3.2%	3.8%
CCOC(=O)c1ccc(NC(=O)CN2C(=O)CSC2=O)cc1	-3.9%	-4.3%	-17.6%
O=C(Cn1ccc(NC(=O)OCc2ccccc2)nc1=O)NCc1ccc2c(c1)OCO2	-13.6%	-3.6%	-16.1%
COc1ccc(N2CCN(C(=O)COc3ccc4ccccc4c3)CC2)cc1	-9.6%	-2.9%	-2.4%
COc1cc(/C=C/C(=O)O)ccc1OCc1ccc([N+](=O)[O-])cc1	-10.5%	-6.6%	13.0%
Cc1nn(CC(=O)Nc2cccnc2)c(C)c1[N+](=O)[O-]	16.3%	-22.9%	-1.8%
CCOc1ccc(OCC(=O)NCCS(=O)(=O)N2CCN(c3cccc(Cl)c3)CC2)cc1	?	1.7%	?
COc1ccc(NC(=O)CN(C)C(=O)CN2C(=O)NC3(CCCCC3)C2=O)cc1	?	-10.6%	?
Cc1cc(NC(=O)c2ccc(F)cc2)n(-c2ccccc2)n1	-16.5%	-1.1%	-14.8%
O=C(O)C1=CCC(c2ccc(Cl)c(Cl)c2)N(S(=O)(=O)c2ccc(F)cc2)C1c1cccc(F)c1 (centres undefined)	-6.7%	·	9.3%
Cc1nc2ccccc2cc1O	?	·	-22.8%
O=C(NCCN1CCOCC1)c1cnn(-c2nccc(-c3ccccc3F)n2)c1C1CC1	-9.8%	·	6.9%[9.04 µM]
COC(=O)[C@H](CC(C)C)NC(=O)Nc1ccc(S(N)(=O)=O)cc1	23.0%	-14.1%	-0.8%
O=C1CCC(C(=O)Nc2ccc([N+](=O)[O-])cc2)N1 (centres undefined)	-16.8%	-11.0%	-7.0%
COc1ccccc1CN1CC[C@@]2(CCCN(S(=O)(=O)c3ccccc3)C2)C1	?	-3.9%	?
